# Compound activity from PubChem.
# 3T3 cytotox = kills NIH 3T3 cells; NIH 3T3 viability, CellTiter-Glo ATP luminescence, 48-72 h; Potency, µM (highest dose often 96.7 µM), inactives show at the top dose activity change, negative = cytotoxicity, hits mostly inhibitors; 94,000 tested, 4.3% active; also: potency is read from the fitted curve at half-maximal effect; nearly all actives have a fitted effect of over 55% in size
#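 First NIH 3T3 cells are plated at 400 cells/well; next compound is pinned in; then plates incubate 48 or 72 hr at 37 °C; finally CellTiter-Glo is added and luminescence read after 10 min.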
# HEK293 tox = kills HEK 293 cells | AID 1345083 | 94,000 tested, 6.6% active | Potency, µM (titrated, usually from 115 µM), for inactives: at the top dose activity change, negative = cytotoxicity, usual class: inhibitors | HEK 293 viability, ATP luminescence (CellTiter-Glo), 48-72 h; also: potency is read from the fitted curve at half-maximal effect; nearly all actives have a fitted effect of over 60% in size
#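 HEK 293 cells seeded at 250 cells/well were exposed to compound for 48 or 72 hr at 37 degree Celsius. Viability taken as ATP content by CellTiter-Glo luminescence.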
# SNCA expr inh = SNCA gene expression inhibition | HEK-293 SNCA-luciferase knock-in, luminescence, 24 h | 140,000 tested, 0.17% active | Potency, µM (series often up to 57.2 µM), without a hit: at the highest dose activity change, negative = inhibition, most hits filed as inhibitors | AID 1671194;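 also: potency is read from the fitted curve at half-maximal effect; plate controls were DMSO cells for no effect and cell-free wells for full effect; nearly all actives have a fitted effect of over 45% in size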
# GPT2 inh = inhibitors of human GPT2 alanine aminotransferase; Q8TD30; Recombinant GPT2, coupled pyruvate oxidase/HRP Amplex Red fluorescence; Potency, µM (series often up to 57.7 µM), for inactives: top-dose activity change, negative = inhibition, actives largely listed as inhibitors; 100,000 tested, 0.25% active; AID 1671188; also: potency is read from the fitted curve at half-maximal effect; nearly all actives have a fitted effect of over 60% in size; many of its hits are not listed in these tables
#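 Inhibition is scored from Amplex Red fluorescence generated when pyruvate oxidase and HRP act on pyruvate released by GPT2. Reactions contain 10ng/uL enzyme, 250uM a-KG and 2mM L-alanine and run 30 min at room temperature.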
# IP6K1 inh = blocks human inositol hexakisphosphate kinase 1 | 140,000 tested, 0.81% active | AID 1645851 | Q92551 | activity change, % (series mostly up to about 58 µM) | IP6K1 kinase, ADP-Glo luminescence, 2 h; stronger effect = lower value; in the data active = activity change below about -25%
# Target sequence (Q92551 whole entry, looked up): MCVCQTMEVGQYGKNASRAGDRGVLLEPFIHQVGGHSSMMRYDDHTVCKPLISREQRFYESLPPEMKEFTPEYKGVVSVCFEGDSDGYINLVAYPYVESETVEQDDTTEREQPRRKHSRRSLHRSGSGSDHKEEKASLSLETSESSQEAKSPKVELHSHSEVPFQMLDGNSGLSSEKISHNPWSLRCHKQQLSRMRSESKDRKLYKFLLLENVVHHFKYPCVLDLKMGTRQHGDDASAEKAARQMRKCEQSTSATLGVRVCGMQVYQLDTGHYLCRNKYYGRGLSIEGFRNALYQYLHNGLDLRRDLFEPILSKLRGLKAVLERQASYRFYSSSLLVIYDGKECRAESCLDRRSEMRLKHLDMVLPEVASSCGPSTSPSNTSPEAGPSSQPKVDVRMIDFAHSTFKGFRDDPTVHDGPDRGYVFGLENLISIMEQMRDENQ
#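 ADP-Glo luminescence measures ADP made by human IP6K1 during a 2 h RT reaction with ATP/IP6 (mix at 1.3 mM/130 uM); top library doses 57.5 and 19.1 uM final.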
# HEK293 viab = counter-screen for SNCA expression inhibitors: cell viability; 150,000 tested, 0.12% active; Potency, µM (top dose mostly 57.1 µM), for inactives: at the highest dose activity change, negative = cytotoxicity, hits mostly cytotoxic; HEK-293-SNCA-luc viability, GF-AFC fluorescence, 24 h;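 also: potency is read from the fitted curve at half-maximal effect; 0% = DMSO-treated cells and -100% = medium-only wells without cells; nearly all actives have a fitted effect of over 30% in size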
#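 HEK-293-SNCA-luc cells (1500/well) plated 24 h, then exposed 24 h to a dilution series; GF-AFC added 30 min at 37C, fluorescence 405/540 nm; normalised to medium-only and DMSO wells, Hill fit.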
# Luciferase inh = Photinus pyralis luciferase inhibition; P08659; purified P. pyralis luciferase, luminescence, biochemical; Potency, µM (highest dose often 115 µM), for inactives: at the top dose activity change, negative = inhibition, usual class: inhibitors; 76,000 tested, 2.5% active; AID 1347043; also: potency is read from the fitted curve at half-maximal effect; nearly all actives have a fitted effect of over 65% in size
# Target sequence (P08659 whole entry, looked up): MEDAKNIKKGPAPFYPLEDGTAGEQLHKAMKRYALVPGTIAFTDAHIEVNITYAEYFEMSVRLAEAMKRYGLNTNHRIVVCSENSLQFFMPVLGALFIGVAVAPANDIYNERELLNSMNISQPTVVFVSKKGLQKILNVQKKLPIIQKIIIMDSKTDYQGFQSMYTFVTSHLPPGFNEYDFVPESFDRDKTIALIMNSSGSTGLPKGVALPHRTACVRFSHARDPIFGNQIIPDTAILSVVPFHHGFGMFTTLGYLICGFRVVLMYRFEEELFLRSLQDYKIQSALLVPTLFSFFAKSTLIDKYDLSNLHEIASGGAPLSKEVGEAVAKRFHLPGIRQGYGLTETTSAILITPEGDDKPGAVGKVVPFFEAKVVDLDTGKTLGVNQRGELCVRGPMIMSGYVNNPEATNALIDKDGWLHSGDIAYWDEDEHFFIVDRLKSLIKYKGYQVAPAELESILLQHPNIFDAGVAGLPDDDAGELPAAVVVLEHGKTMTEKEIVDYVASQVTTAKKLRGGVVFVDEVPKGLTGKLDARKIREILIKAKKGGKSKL
#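 Biochemical qHTS: compound (6-point titration) added to 10uM D-luciferin plus 10uM ATP in Tris acetate pH 7.5 buffer with Mg, Tween-20 and BSA, then purified enzyme at 10nM; light output imaged.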
# Starred values were filed as active, the others as inactive; i = inactive; u = inconclusive; x = no result given; [ ] = another dose, or the depositor's remark. Unless noted, calls follow the shape of the dose curve; as a rule, active = well fitted curve in the direction sought with a large enough effect; inconclusive = small, poorly fitted or top-dose-only effect, or another doubt; inactive = no such curve, though single readings can be large; an effect the other way counts as inactive or inconclusive. Unless noted, % is scaled to controls: 0 for no effect and ±100 for the full control effect.
SMILES,3T3 cytotox,HEK293 tox,SNCA expr inh,GPT2 inh,IP6K1 inh,HEK293 viab,Luciferase inh
Cc1ccccc1-c1nccc2c(=O)cc(C3=CCOCC3)oc12,u,u,-28%[87.6 µM],3%[88.5 µM],-13,-11%[87.6 µM],-2%[172 µM]
CCn1c2c(c(=O)n1-c1ccccc1)CCN(Cc1cccnc1OC)C2,u,-2%[172 µM],12%[87.6 µM],-10%[88.5 µM],29,-4%[87.6 µM],-3%[172 µM]
Clc1cccc(CSc2nncn3c2cc2sccc23)c1,x,x,9%,x,49,6%,x
Cc1cccc(NC(c2ccccc2C)c2ccc3ccc(C)nc3c2O)n1 (stereo unspecified),x,x,u,x,-2,-10%,x
COc1cc2c(cc1O)NC(=O)CC2c1cn[nH]c1-c1cc(C)ccc1C (stereo unspecified),-26%,u,-4%,u,9,-7%,2%
COc1cc(-c2nnc(SCCOc3ccc(Cl)cc3)o2)cc(OC)c1OC,x,x,-3%,x,-8,15%,x
CC1(c2ccccc2)N(Cc2ccccc2C#N)C(=O)OC12CCN(Cc1ccccn1)CC2 (stereo unspecified),-18%,u,2%,i,-4,-15%,-6%
CCCNC(=O)Cc1csc2nc(C)c(-c3cc(C)n(-c4ccc(C(C)C)cc4)n3)c(=O)n12,-14%,-17%,-15%,2%,6,7%,-7%
Cc1ccc(C(=O)N2CCC3(CC2)NCCc2c3[nH]c3ccccc23)s1,u,u,36%[activator],i,10,-19%[12.5 µM],-16%
COc1ccc(-n2nc3n(c2=O)CCN(C(=O)c2ccccn2)C3)cc1,-15%,-10%,-10%,i,-4,6%,x
O=C1N(CC2CCC2)CCCC12CCN(Cc1ccc(-c3ccn[nH]3)s1)C2 (stereo unspecified),-35%,u,-3%,0%,11,1%,2%
CN(C)C[C@@H]1CN(Cc2ccncc2)C[C@H]1NC(=O)C1CCOCC1,-12%,-17%,5%,i,27,u,2%
CC(C)c1ccc(NC(=O)C2CCN(C(=O)c3ncn4c3COC(c3ccc(F)cc3)C4)CC2)cc1 (stereo unspecified),-12%,-24%,15%,u,0,-2%,u
Cc1ccc(C)c(NC(=O)Cn2c(=O)nc(-c3ccccc3)c3ccccc32)c1,x,x,44%[activator],x,11,1%,x
O=C1NC2(CN([S+](=O)([O-])c3ccsc3)C2)Oc2ccccc21,u,u,10%[87.6 µM],-2%[88.5 µM],10,-7%[87.6 µM],-4%[172 µM]
CN(Cc1nc2ccc(Cl)cc2[nH]1)C(=O)c1ccc2cccc(F)c2n1,u,u,17%,-8%,0,-3%,-1%
O=C(c1ccc(C(F)(F)F)s1)N1CCc2c(nc(-c3ccccc3)[nH]c2=O)C1,-12%,-16%,-15%,u,46,5%,4%
CO[C@@H]1COCC[C@H]1NC(=O)CCc1ccc(-c2ccc(Cl)cc2)[nH]1,u,u,-1%,i,-8,-1%,-1%
CNC(=O)c1cc(C)nc2onc(C3CCN(C(=O)C4CCCC4)C3)c12 (stereo unspecified),-29%,-10%,x,x,-3,x,x
CC(C)c1ccc(S(=O)(=O)Nc2cc3c(cc2NCc2ccccc2)n(C)c(=O)n3C)cc1,x,x,67%[activator],x,0,-1%,x
CCc1ccc(NC(=O)Cn2cnc3sc(C)c(S(=O)(=O)N4CCC(C)CC4)c3c2=O)cc1,x,x,-19%,x,-12,8%,x
Cn1cc(CN2C[C@H](C(=O)Nc3cccnc3)C[C@@H]2c2cccc(C(F)(F)F)c2)cn1,u,-23%[172 µM],-1%[87.6 µM],-3%[88.5 µM],1,-10%[87.6 µM],2%[172 µM]
Cc1cccc(C2=Nc3ccccc3N=C(c3cc(Cl)ccc3O)C2)c1,x,x,-4%,x,20,2%,x
Cc1cc(Nc2ccc(Br)c(C)c2)n2nc(-c3ccco3)nc2n1,x,x,-26%,x,-7,-1%,x
CN(C)C(=O)c1cccc2c1CCN2C(=O)C1CC1,-10%,6%,50%[activator],1%,-7,17%,-9%

# Continued.
SMILES,3T3 cytotox,HEK293 tox,SNCA expr inh,GPT2 inh,IP6K1 inh,HEK293 viab,Luciferase inh
Cn1nc2n(c1=O)CCN(S(C)(=O)=O)CC2,3%,-14%,3%,i,-4,22%,-12%
CC(C)(C)OC(=O)N1CCC(c2c(C(=O)NCCN3CCc4ccccc4C3)cnn2-c2ccc(F)cc2F)CC1,x,x,u,x,-13,u,x
CC(=O)N1CC2(CCCN(CC3CC3)C2)Cc2ccccc21 (stereo unspecified),i,i,-19%,0%,-3,-5%,x
Cc1cccc(-c2nc3ccc(C(=O)NCc4cccnc4)cc3o2)n1,u,u,-26%[87.6 µM],0%[88.5 µM],14,7%[87.6 µM],x
COc1cccc(CNC(=O)c2ccc(NC(=O)N3CCCCc4ccccc43)cc2)c1OC,x,x,15%,x,25,11%,x
COCc1nc(CCNS(=O)(=O)c2ccccc2C)no1,i,10%,-1%,1%,12,-10%[12.5 µM],5%
Cc1ccc(CNC(=O)Cn2ccn(-c3cc(C)cc(C)c3)c(=O)c2=O)cc1,x,x,7%,x,-8,12%,x
CCCNC(=O)N1CCCC(c2nc(CCOc3ccc(F)cc3)no2)C1 (stereo unspecified),u,u,146%[activator],3%,13,1%,x
Cc1cccc(NC(=O)CSc2nc3ccc(NC(=O)COc4ccc(Cl)cc4)cc3s2)c1,x,x,9%,x,1,23%,x
CCc1ccc(NC(=O)Cn2ncc3c4ccccc4n(C)c3c2=O)cc1,x,x,12%,x,-2,2%,x
Cc1noc(C)c1-c1cc2cc(CO)oc2c(Nc2cccnc2)n1,u,u,57%[activator][87.6 µM],-2%[88.5 µM],19,-15%[87.6 µM],0%[172 µM]
N#Cc1cccc(CN2CCCC(c3nc(-c4cccnc4)no3)CCNC(=O)CC2)c1 (stereo unspecified),-3%,u,-21%,-1%,5,-3%,7%
COc1cc(NC(=O)N2CCC(OC3CCN(S(C)(=O)=O)CC3)CC2)cc(OC)c1,-31%,-11%,5%,i,-7,-4%,-8%
O=C(O)/C=C/c1cc2c(cc1O[C@@H]1O[C@H](CO)[C@@H](O)[C@H](O)[C@H]1O)OCO2,x,x,x,0%[27.3 µM],0,-14%,x
CC(C)(Oc1nn(Cc2cccc(Cl)c2)c2ccccc12)C(=O)NCc1ccncc1,32µM*,u,u,-16%[88.5 µM],-3,u,2%[172 µM]
COc1ccc(CCNC(=O)c2cc(-c3ccc(C)c(C)c3)nc3ccccc23)cc1OC,x,x,-1%,x,63,3%,x
COCCNc1ccc2nnc(-c3cc(C#N)ccn3)n2n1,u,-13%[172 µM],-2%[87.6 µM],2%[88.5 µM],-11,4%[87.6 µM],1%[172 µM]
COc1cccc(CNC(=O)[C@@H]2C[C@@H](O)CN2C2CCN(C(=O)COc3ccccc3)CC2)c1,-19%,-3%,-9%,-22%,-9,2%,0%
CCOc1ccc(-c2n[nH]c3c2C(c2cccs2)N(c2ccc(Br)cc2)C3=O)cc1 (stereo unspecified),x,x,u,x,-7,-18%,x
O=C1CCCN1CCCN1C(=O)[C@@H]2C[C@@H](O)CN2C2(CN(C3CCC(F)(F)CC3)C2)C1=O,3%,-3%,-6%,-4%,-2,1%,-1%
C/C=C/C=C/[C@@H]1O[C@](O)([C@H](CC)C(=O)NC/C=C/C=C(\C)[C@@H](OC)[C@@H](C)[C@@H]2O[C@H](/C=C/C=C/C=C(\C)C(=O)c3c(O)ccn(C)c3=O)[C@H](O)[C@@H]2O)[C@H](O)[C@H](O)C1(C)C,x,x,x,i,11,-10%[12.5 µM],x
COc1ccc(-c2cn3cccnc3n2)cc1NC(=O)Nc1cc(C)ccc1C,x,x,54%[activator],x,-6,10%,x
Cc1noc(C)c1C(=O)N1CC(N2C(=O)c3c(c(C)nn3-c3ccccc3)C2C)C1 (stereo unspecified),u,u,x,x,13,x,x
COc1ccccc1C1C(C(=O)N2CCCCC2)=C(C)Nc2nc3ccccc3n21 (stereo unspecified),x,x,17%,x,3,0%,x
CC(=O)N1CCc2nn(CC(=O)Nc3ccc(Cl)cc3F)c(=O)cc2C1,-8%,1%,-2%,2%,3,-1%,4%

# Rewritten with values under each structure: part of the list above
# Values in the order: 3T3 cytotox	HEK293 tox	SNCA expr inh	GPT2 inh	IP6K1 inh	HEK293 viab	Luciferase inh
> Cc1noc(C)c1-c1cc2cc(CO)oc2c(Nc2cccnc2)n1
    u	u	57%[activator][87.6 µM]	-2%[88.5 µM]	19	-15%[87.6 µM]	0%[172 µM]
> N#Cc1cccc(CN2CCCC(c3nc(-c4cccnc4)no3)CCNC(=O)CC2)c1 (stereo unspecified)
    -3%	u	-21%	-1%	5	-3%	7%
> COc1cc(NC(=O)N2CCC(OC3CCN(S(C)(=O)=O)CC3)CC2)cc(OC)c1
    -31%	-11%	5%	i	-7	-4%	-8%
> O=C(O)/C=C/c1cc2c(cc1O[C@@H]1O[C@H](CO)[C@@H](O)[C@H](O)[C@H]1O)OCO2
    x	x	x	0%[27.3 µM]	0	-14%	x
> CC(C)(Oc1nn(Cc2cccc(Cl)c2)c2ccccc12)C(=O)NCc1ccncc1
    32µM*	u	u	-16%[88.5 µM]	-3	u	2%[172 µM]
> COc1ccc(CCNC(=O)c2cc(-c3ccc(C)c(C)c3)nc3ccccc23)cc1OC
    x	x	-1%	x	63	3%	x

# Continuation.
SMILES,3T3 cytotox,HEK293 tox,SNCA expr inh,GPT2 inh,IP6K1 inh,HEK293 viab,Luciferase inh
CC(O)=C(C#N)C(=O)Nc1ccc(C(F)(F)F)cc1,x,x,99%[activator],i,x,-2%,x
COc1cccc(CNC(=O)CN2C(=O)NC(c3ccccc3Cl)C3=C2COC3=O)c1OC (stereo unspecified),-8%,-29%,-21%,-2%,-2,1%,-17%
COc1cccc(-n2ccnc2SCC(=O)Nc2c(C)cc(C)cc2C)c1,x,x,1%,x,-19,-1%,x
COc1ccc([C@H](C)NC(=O)c2c(C)noc2-c2cc(OC)c(OC)c(OC)c2)cc1,u,u,1%,i,-1,3%,-10%
COc1cccc(CC(=O)N2CCCC(c3nc(-c4cccnc4)no3)CCNC(=O)CC2)c1 (stereo unspecified),-15%,0%,-7%,-19%,11,-3%,0%
O=C(c1cccs1)N1CCc2n[nH]c(=O)n2CC1,i,-4%,-10%,2%,-2,6%,-2%
CCn1ccc(C(=O)N2CCC(c3noc(-c4ccccc4)n3)C2)n1 (stereo unspecified),u,u,9%,i,-2,-7%,5%
Cc1cc(Br)ccc1NC(=O)c1coc(=O)c2ccccc12,x,x,-15%,x,7,3%,x
CCC(CC)NC(=O)C1CCCN(Cc2ccncc2)CCC(=O)NCC1 (stereo unspecified),-15%,-9%,0%,i,2,10%,-13%
CC(C)N1C[C@H](O)C[C@H]1c1nnc2n1CCN(C(=O)c1ccoc1)C2,-6%,u,17%,i,-4,-2%[12.5 µM],-6%
CCCC[S+](=O)([O-])N1CCC2(CC1)[C@H](C(=O)OCC)[C@@H](OC)C(=O)N2C,u,-22%,x,x,11,x,x
Cn1cccc1-c1cc2n(n1)CCC(=O)N2CCCC(=O)NCc1cccc(Cl)c1,x,x,-10%,x,18,-25%,x

# A portion of the library; the hit share may differ from the screen's.
